Assay outcomes from PubChem.
Vif inh = HIV Vif self-association inhibitors, primary screen, imaging, HEK293T, single point | HEK293T cells, Vif self-association by quenched fluorescence, 24 h | inhibition, % at 7.49 µM | 340,000 tested, 0.35% active; in the data active = inhibition above about 50%, passing the limit was not always enough; note: some results filed as inactive read as strong as hits
CaV13 FRET inh = Disruptors of the CACNA1D IQ motif to Ca2+-dependent inactivation inhibitor domain association, primary screening, Förster resonance energy transfer in intact living …; HEK cells, CFP/YFP FRET ICDI-IQ, plate reader, 10 min; percent FRET-ratio fall versus neutral wells; inhibition, % at 12.3 µM; 340,000 tested, 0.098% active;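 active = mean replicate inhibition of at least 30% and at least 1% of replicates passing that level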;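 note: 0% = median of the neutral control wells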
ABCB6 inh 2 = ABCB6 transporter inhibitors, primary screen, K562-ABCB6 cells, flow cytometry, MLPCN library; fluorescence ratio to DMSO, % at 10 µM; 360,000 tested, 0.19% active; ATP-binding cassette sub-family B member 6 (Homo sapiens), Q9NP58; K562-ABCB6 porphyrin accumulation, 1 h; stronger effect = lower value; AID 602162, 2011;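 active = fluorescence ratio to DMSO below 75%, the collection mean minus 3 SD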;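 note: signal is porphyrin accumulated inside mitochondria; 100% equals median channel fluorescence of DMSO control wells; lower ratio means ABCB6 inhibition with less porphyrin fluorescence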
Target sequence (Q9NP58 whole entry, looked up): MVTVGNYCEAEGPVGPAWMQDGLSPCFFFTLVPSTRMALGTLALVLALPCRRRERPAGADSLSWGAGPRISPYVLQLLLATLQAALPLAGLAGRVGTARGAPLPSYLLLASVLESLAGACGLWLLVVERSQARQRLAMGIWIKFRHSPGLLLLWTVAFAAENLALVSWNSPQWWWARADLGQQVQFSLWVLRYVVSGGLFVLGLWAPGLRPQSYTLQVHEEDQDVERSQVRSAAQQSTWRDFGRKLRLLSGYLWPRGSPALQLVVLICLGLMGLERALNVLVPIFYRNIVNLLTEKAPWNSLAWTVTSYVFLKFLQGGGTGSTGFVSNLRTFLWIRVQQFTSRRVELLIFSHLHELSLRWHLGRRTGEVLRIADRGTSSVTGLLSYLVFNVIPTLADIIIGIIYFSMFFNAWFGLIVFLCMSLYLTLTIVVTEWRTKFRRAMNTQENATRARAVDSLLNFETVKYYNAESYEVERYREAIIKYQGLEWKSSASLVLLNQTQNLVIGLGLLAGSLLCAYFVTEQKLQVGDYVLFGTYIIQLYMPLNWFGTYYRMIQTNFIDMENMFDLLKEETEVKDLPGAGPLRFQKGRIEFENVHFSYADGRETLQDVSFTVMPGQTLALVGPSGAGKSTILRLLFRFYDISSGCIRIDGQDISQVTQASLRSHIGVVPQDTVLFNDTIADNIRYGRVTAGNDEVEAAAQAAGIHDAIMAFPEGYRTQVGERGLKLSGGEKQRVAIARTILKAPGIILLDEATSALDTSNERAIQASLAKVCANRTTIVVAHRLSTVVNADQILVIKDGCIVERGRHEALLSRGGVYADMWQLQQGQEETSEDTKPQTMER
aDG glyco act = activators of alpha-DG glycosylation, primary screen, uHTS, Pro5-aDG cells, AlphaScreen; alpha-DG glycosylation AlphaScreen (IIH6); 0% Pro5, 100% B10-LARGE cell signal; activation, % at 10 µM; 360,000 tested, 0.22% active; AID 624168, 2012;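 active = activation of at least 8% versus controls, or a plate z-score of at least 8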;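 note: Pro5 are CHO cells carrying HIG-tagged alpha-DG that lacks glycosylation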
PDI turbidity = inhibitors of human PDI, primary screen, biochemical, turbidity, single point, plate reader; Protein disulfide-isomerase (Homo sapiens), P07237; PDI insulin aggregation turbidity, A650, 90 min; inhibition, % at 10 µM; 350,000 tested, 0.052% active; AID 588391, 2011;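 active = mean inhibition across replicates of 30% or more, whatever share of single replicates reach that level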;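 note: absorbance from insulin aggregation driven by PDI reduction with DTT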
N-glyco inh = increase of ERlucT glycosylation luciferase signal, primary screen, N-linked glycosylation inhibitor project, D54 ERlucT cells, luminescence, set 2; D54 ERlucT glycosylation luciferase reporter, 24 h; percent of 100 nM tunicamycin response; reporter increase, % at 12.5 µM; AID 588692, 2011; 360,000 tested, 0.23% active;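 active = mean luciferase reporter signal, scaled so untreated is 0 and the glycosylation-blocking control 100, at or above a set limit in every replicate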;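 note: luciferase carries N-glycosylation sites so blocking glycosylation raises the light; 0% = median of neutral control wells and 100% = median of 100 nM tunicamycin wells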
iPSC survival up = enhancers of single-cell hiPSC survival, primary screen, ATPlite luminescence | 100% = ROCK inhibitor wells, 0% = DMSO | 360,000 tested, 0.044% active | AID 602274, 2012 | survival enhancement, % at 20 µM; in the data active = survival enhancement above about 18%;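 note: cells exposed to compounds for 16 hours before the ATP read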
Granule exo inh = LAMP-1 surface exposure blockers, TALL-104 cells – cell-based, flow cytometry, MLPCN library, primary screen; TALL-104 LAMP-1 surface exposure; cells stimulated with thapsigargin and PMA; inhibition, % at 10 µM; 360,000 tested, 0.66% active; AID 651702, 2012;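 active = inhibition above about 55%, limit read from the data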
m5-HT2A agonist = mouse Htr2a agonists via beta-arrestin recruitment, primary screen, cell-based, luminescence; AID 624169, 2012; 5-hydroxytryptamine receptor 2A (Mus musculus), P35363; 360,000 tested, 0.66% active; activation, % at 7.6 µM; CHO-K1 mHTR2A beta-arrestin complementation; percent of 30 µM serotonin response;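 active = activation above a run cutoff, the mean activation of all tested compounds plus 3 SD, cut at about 14% in these data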;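 note: 0% = plate median of compound wells and 100% = 30 µM serotonin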
Cardio protect = cardioprotection against H2O2-induced cell death, primary screen, uHTS, H9c2 cells, ATPLite luminescence; H9c2 cardiomyocytes, H2O2 injury protection, 2 h; protection from H2O2 cell death, % at 20 µM; 360,000 tested, 0.63% active;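 active = compounds giving at least 50% protection of heart cells from peroxide-induced death in the single-dose screen, raw or plate-pattern-corrected value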;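 note: 0% = DMSO wells with peroxide and 100% = DMSO wells without peroxide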
* = called active by the depositor; . = not tested or not shown.

#1 CCOC(=O)Cn1nc(C)c2ccccc2c1=O
#2 COc1ccc(OCCSc2nnc(-c3ccc(OC)cc3)n2N)cc1
#3 CCOC(=O)C1=C(C)C2C3C(=O)N(c4cc(C)ccc4C)C(=O)C3C1(C)C1C(=O)N(c3cc(C)ccc3C)C(=O)C21 (centres undefined)
#4 CN(C(=O)COC(=O)COc1ccc(N(C)S(=O)(=O)c2ccc(Cl)cc2)cc1)c1ccccc1
#5 CCN(Cc1ccccc1)C(=O)COC(=O)Cc1c[nH]c2ccccc12
#6 CC(=O)Nc1ccc(C(=O)OCC(=O)N2CCCC2=O)cc1
#7 COc1ccc(OC2CCN(S(=O)(=O)c3ccc(F)cc3)CC2)cc1
#8 C[C@@H]1CN(Cc2nc(-c3ccc(Cl)cc3)no2)C[C@H](C)O1
#9 CC(C)CNC(=O)CSc1n[nH]c(=O)n1CCc1ccccc1
#10 COCCn1c(SCC(=O)OC(C)C)nnc1-c1ccccc1

Screen / compound no. | 1 | 2 | 3 | 4 | 5 | 6 | 7 | 8 | 9 | 10
Vif inh | -6 | -8 | -13 | -3 | 10 | -1 | -5 | -14 | -15 | -3
CaV13 FRET inh | . | -5 | -6 | -14 | . | -16 | -2 | -7 | -13 | -11
ABCB6 inh 2 | 92 | 100 | 98 | 98 | 96 | 106 | 88 | 97 | 99 | 98
aDG glyco act | -0.1 | 0.1 | 0.1 | -0.1 | -0.2 | 0.0 | -0.2 | -0.2 | 0.1 | 0.4
PDI turbidity | -4 | 2 | 14 | -3 | 3 | 3 | 0 | 0 | -2 | 1
N-glyco inh | 0 | 8 | -2 | 3 | 1 | 3 | -2 | -1 | -1 | -2
iPSC survival up | 8.1 | -2.7 | 1.2 | 0.1 | -0.3 | 0.2 | 0.9 | 0.0 | -0.4 | -0.6
Granule exo inh | 2 | 4 | 0 | 6 | -2 | -4 | 1 | 40 | -16 | 2
m5-HT2A agonist | 0 | -1 | 2 | 2 | 5 | 0 | -4 | -7 | -2 | 8
Cardio protect | 4 | -5 | -1 | 14 | 3 | 4 | -5 | 5 | 2 | 2

Compound profiles (already shown). Values in the order: Vif inh	CaV13 FRET inh	ABCB6 inh 2	aDG glyco act	PDI turbidity	N-glyco inh	iPSC survival up	Granule exo inh	m5-HT2A agonist	Cardio protect
CC(=O)Nc1ccc(C(=O)OCC(=O)N2CCCC2=O)cc1 is listed as -1	-16	106	0.0	3	3	0.2	-4	0	4
CC(C)CNC(=O)CSc1n[nH]c(=O)n1CCc1ccccc1 is listed as -15	-13	99	0.1	-2	-1	-0.4	-16	-2	2
COCCn1c(SCC(=O)OC(C)C)nnc1-c1ccccc1 is listed as -3	-11	98	0.4	1	-2	-0.6	2	8	2
COc1ccc(OCCSc2nnc(-c3ccc(OC)cc3)n2N)cc1 is listed as -8	-5	100	0.1	2	8	-2.7	4	-1	-5

Going on with the list:
#11 Cc1ccc2nc(C)c(C(=O)N/N=C/c3ccccc3[N+](=O)[O-])cc2c1
#12 COC(=O)Cn1cc(C(=O)OC)cc(Br)c1=O
#13 CCCCn1c(N)c(N(CCC(C)C)C(=O)CSc2nc3ccccc3s2)c(=O)[nH]c1=O
#14 CCn1c(SCC(=O)OC)nc2sc3c(c2c1=O)CCC3
#15 Cc1cc(N2C(=O)C(O)=C(C(=O)c3ccco3)C2c2cccc(Oc3ccccc3)c2)no1 (centres undefined)
#16 N#Cc1cc([N+](=O)[O-])ccc1Oc1cccc(/C=N/NC(=O)c2ccc(Cl)cc2)c1
#17 CCCCNC(=O)CCNC(=O)c1ccc(C(C)(C)C)cc1
#18 COc1cccc(OCc2cc(C(=O)NC3CCOCC3)no2)c1
#19 Cc1ccc2nc(NCCc3ccccc3)c3nncn3c2c1
#20 Cc1ccccc1NC(=S)N1CCCC1

Screen / compound no. | 11 | 12 | 13 | 14 | 15 | 16 | 17 | 18 | 19 | 20
Vif inh | -1 | 10 | -2 | 0 | 3 | -19 | -3 | 2 | -15 | -5
CaV13 FRET inh | -10 | -5 | -12 | -8 | -3 | -5 | -6 | -3 | -3 | -4
ABCB6 inh 2 | 96 | 84 | 97 | 91 | 100 | 93 | 101 | 94 | 101 | 97
aDG glyco act | -0.2 | -0.2 | 0.1 | 0.2 | 0.1 | 0.1 | -0.1 | -0.1 | 0.0 | -0.1
PDI turbidity | -5 | -8 | 1 | -7 | 10 | -3 | 1 | -1 | 14 | -10
N-glyco inh | 0 | 2 | -4 | 0 | 3 | -2 | 2 | 3 | 4 | 3
iPSC survival up | -0.1 | 0.1 | 0.4 | 3.5 | -0.4 | -1.9 | -1.2 | -0.4 | 1.8 | 0.2
Granule exo inh | -1 | -2 | -5 | -3 | -1 | -3 | 0 | -3 | -8 | 1
m5-HT2A agonist | 6 | 8 | 8 | -4 | 5 | 2 | -2 | 6 | 1 | 2
Cardio protect | -3 | 11 | 6 | -6 | 3 | -1 | 1 | 6 | -4 | 8

#21 CCOc1ccc(C2=CS/C(=C(\C#N)c3nnc4n3CCCCC4)N2CC)cc1
#22 CCN1CC(CN(C)Cc2nc(COc3ccccc3)no2)CC1=O (centres undefined)
#23 Cc1nc2ccc(S(=O)(=O)Nc3cc(-c4nc5cccnc5s4)ccc3C)cc2s1
#24 CCOC(=O)C(C)(C)Oc1ccc(Cl)cc1
#25 CCCc1cc(=O)c2ccc(OCC(C)=O)cc2o1
#26 C[C@H]1CN([C@@H](C)CO)C(=O)c2cccc(NS(=O)(=O)c3ccc(F)cc3)c2O[C@H]1CN(C)Cc1ccc(Cl)c(Cl)c1
#27 O=C(COC(=O)c1ccc(Cl)c(S(=O)(=O)N2CCOCC2)c1)Nc1ccc2[nH]c(=O)[nH]c2c1
#28 O=c1nc2ccccc2c2n1CC(CN1CCN(c3ccccc3F)CC1)N2 (centres undefined)
#29 COc1ccccc1-n1nnnc1SCc1cc2c(cc1Br)OCO2
#30 Cc1cc(OCC(=O)N2CCN(c3ncccn3)CC2)ccc1Cl

Screen / compound no. | 21 | 22 | 23 | 24 | 25 | 26 | 27 | 28 | 29 | 30
Vif inh | -9 | 5 | . | 0 | 11 | 2 | 23 | -8 | -3 | -2
CaV13 FRET inh | . | -1 | -8 | -5 | -13 | -11 | -2 | -5 | -1 | -5
ABCB6 inh 2 | 103 | 98 | 93 | 101 | 93 | 89 | 91 | 100 | 97 | 101
aDG glyco act | -0.2 | -0.2 | -0.3 | 0.3 | 0.1 | 1.5 | 0.4 | 0.3 | 1.2 | 0.0
PDI turbidity | -7 | 12 | . | -12 | -6 | -5 | -3 | 4 | 6 | 0
N-glyco inh | -4 | 0 | 2 | 0 | -1 | -2 | -2 | -3 | -1 | 1
iPSC survival up | 4.5 | -0.9 | -0.1 | 1.8 | -0.5 | -0.7 | -2.9 | -3.5 | 0.9 | -0.4
Granule exo inh | -12 | 1 | 10 | -6 | -1 | -2 | 4 | -1 | 8 | -1
m5-HT2A agonist | -3 | 1 | -6 | 11 | 0 | -7 | 8 | -2 | -4 | -3
Cardio protect | 7 | -3 | 8 | 5 | 0 | 3 | -2 | 26 | -21 | 2

Copied from the list.
`CCOC(=O)C(C)(C)Oc1ccc(Cl)cc1` | PDI turbidity: -12
`CCn1c(SCC(=O)OC)nc2sc3c(c2c1=O)CCC3` | aDG glyco act: 0.2

Next section:
#31 COc1ccc(C(=O)NCC(=O)OCC(=O)NC2CCCC2)cc1
#32 CCCS(=O)(=O)c1nc(S(=O)(=O)c2ccc(C)cc2)c(NCCCn2ccnc2)s1
#33 Cc1cc2ccccn2c1C(=O)c1ccc([N+](=O)[O-])cc1[N+](=O)[O-]
#34 CC(C)OC(=O)c1ccc(NC(=S)NC(=O)c2cncc(Br)c2)cc1
#35 Cc1ccc(C2NC(=O)c3c(sc4c3CCN(C)C4)N2)o1 (centres undefined)
#36 O=C(Cc1ccc(Br)cc1)N1CCN(c2ccc(F)cc2)CC1
#37 O=C(CS(=O)CC(=O)N(c1ccccc1)C(C(=O)NC1CCCC1)c1cccs1)Nc1ccc(F)cc1 (centres undefined)
#38 O=C(O)C(C/C(=N/O)c1ccc(Br)cc1)P(=O)(c1ccccc1)c1ccccc1 (centres undefined)
#39 CC(C)n1cnc2c(NCc3ccc(S(N)(=O)=O)cc3)nc(NCc3ccc(S(N)(=O)=O)cc3)nc21
#40 Cc1ccccc1Cn1c(CN2CCc3ccccc3C2)nc2c1c(=O)n(C)c(=O)n2C

Screen / compound no. | 31 | 32 | 33 | 34 | 35 | 36 | 37 | 38 | 39 | 40
Vif inh | -2 | -7 | -1 | 5 | 2 | -3 | -10 | 2 | 14 | 0
CaV13 FRET inh | -2 | -3 | -3 | -18 | -3 | . | -5 | -6 | -10 | -9
ABCB6 inh 2 | 91 | 99 | 80 | 92 | 109 | 96 | 96 | 98 | 93 | 97
aDG glyco act | 0.0 | 0.6 | 0.0 | -0.1 | 0.0 | 0.5 | 0.2 | -0.1 | 0.1 | 0.0
PDI turbidity | 16 | 0 | -2 | 2 | 3 | -11 | 5 | -3 | -6 | -9
N-glyco inh | -1 | -3 | 5 | -1 | -1 | -1 | 1 | 0 | 3 | 1
iPSC survival up | 2.6 | 0.1 | -0.6 | -0.1 | -1.6 | 5.3 | 3.8 | 0.2 | -1.8 | 1.1
Granule exo inh | -5 | -11 | 4 | 3 | -1 | -4 | -2 | 12 | -6 | -1
m5-HT2A agonist | 1 | -10 | 2 | -2 | 4 | -3 | 2 | 5 | 3 | 1
Cardio protect | -6 | 0 | -4 | -6 | 0 | 1 | 4 | 2 | 5 | 10

#41 Cc1cccc(N2CCN(C(=O)c3cc(=O)[nH]c4ccccc34)CC2)c1C
#42 c1ccc(-c2ccc(C3CCCN3)cc2)cc1 (centres undefined)
#43 CC(=O)COc1ccc(-c2csnn2)cc1
#44 CN1CCN(CCC(=O)N/N=C/c2ccccn2)CC1
#45 O=C(COC(=O)c1ccc(Cl)cc1[N+](=O)[O-])NCc1ccco1
#46 Cc1cc(C)c(S(=O)(=O)Nc2c(C)[nH]c(=O)[nH]c2=O)c(C)c1
#47 O=C(CCCCCn1c(SCC(=O)c2ccccc2)nc2ccccc2c1=O)NCc1ccco1

Screen / compound no. | 41 | 42 | 43 | 44 | 45 | 46 | 47
Vif inh | 0 | -14 | -2 | 9 | -5 | 9 | -2
CaV13 FRET inh | -2 | -20 | -5 | -3 | -4 | -7 | -5
ABCB6 inh 2 | 90 | 98 | 97 | 96 | 96 | 95 | 85
aDG glyco act | -0.1 | -0.1 | -0.1 | 0.0 | 0.2 | -0.1 | 0.5
PDI turbidity | 1 | -4 | 10 | -1 | 5 | -5 | 8
N-glyco inh | -2 | -4 | -1 | 1 | 2 | 0 | -6
iPSC survival up | 0.3 | -0.5 | -0.7 | -0.6 | 0.6 | -0.5 | -2.2
Granule exo inh | -5 | 8 | -5 | 6 | -2 | -1 | -3
m5-HT2A agonist | -1 | -6 | 2 | -2 | 7 | -2 | -8
Cardio protect | -4 | 7 | 1 | 12 | 5 | 4 | 15
